# Screens from PubChem.
# FXIa inh = inhibitors of human coagulation factor XIa; P03951; purified FXIa, Boc-Glu-Ala-Arg-AMC fluorogenic substrate; inhibition, % at 5 µM; 220,000 compounds, 0.14% hits;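 active = inhibition of at least 40%; inactive = inhibition below 40%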;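 note: fluorescence of freed AMC excited at 355 nm; 0% = enzyme without compound and 100% = no enzyme blank; many of its hits are not listed in these tables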
# p97 ATPase inh = inhibitors of human p97 ATPase | P55072 | recombinant p97 ATPase, Kinase-Glo ATP luminescence, 3 h | inhibition, % at 8 µM | 220,000 compounds, 0.42% hits | AID 1481; in the data active = inhibition above about 15%;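 note: 0% = DMSO vehicle and 100% = wells lacking enzyme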
# Target sequence (P55072 whole entry, looked up): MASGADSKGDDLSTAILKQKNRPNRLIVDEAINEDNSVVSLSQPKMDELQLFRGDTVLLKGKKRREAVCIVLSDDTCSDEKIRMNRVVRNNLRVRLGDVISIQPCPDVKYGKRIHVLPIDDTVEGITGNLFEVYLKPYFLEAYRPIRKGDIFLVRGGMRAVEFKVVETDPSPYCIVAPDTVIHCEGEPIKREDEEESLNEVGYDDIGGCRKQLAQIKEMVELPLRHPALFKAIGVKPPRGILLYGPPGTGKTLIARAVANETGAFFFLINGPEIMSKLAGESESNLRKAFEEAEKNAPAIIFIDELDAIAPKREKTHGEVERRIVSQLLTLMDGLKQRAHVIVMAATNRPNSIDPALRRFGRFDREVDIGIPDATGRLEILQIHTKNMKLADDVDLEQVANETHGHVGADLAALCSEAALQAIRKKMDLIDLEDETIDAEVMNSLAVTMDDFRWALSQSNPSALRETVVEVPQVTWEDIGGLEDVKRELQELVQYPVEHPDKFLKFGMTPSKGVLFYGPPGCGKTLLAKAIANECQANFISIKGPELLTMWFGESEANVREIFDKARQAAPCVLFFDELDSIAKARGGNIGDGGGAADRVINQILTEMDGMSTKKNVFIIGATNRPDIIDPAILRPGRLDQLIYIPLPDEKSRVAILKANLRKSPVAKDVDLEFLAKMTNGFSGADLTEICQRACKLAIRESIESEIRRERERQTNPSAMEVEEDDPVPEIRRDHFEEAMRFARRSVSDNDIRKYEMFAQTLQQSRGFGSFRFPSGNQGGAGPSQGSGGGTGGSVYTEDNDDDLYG
# Rad51 HR inh = Rad51 (human) homologous recombination inhibition. Q06609. hRad51 DNA strand exchange, fluorescence dequenching. inhibition, % at 10 µM. 200,000 compounds, 0.085% hits;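 active = inhibition above 40% at the single screening dose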;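 note: 0% = DMSO control wells and 100% = blanks with heterologous ssDNA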
#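 Test system – preformed human Rad51 ssDNA filaments · Reagent – Donor/quencher-labelled 47-bp dsDNA substrate · Incubation – 37 °C 15-min filament assembly, 30-min compound preincubation, 15-min exchange · Signal – FRET fluorescence dequenching, excitation 485 nm, emission 520 nm · Read-out – percent inhibition from fluorescence, normalised to plate control and blank means · Benchmarks – plate control and blank wells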
# KLK5 inh = inhibitors of human kallikrein 5; recombinant hK5, fluorogenic AMC substrate cleavage; inhibition, % at 5 µM; 210,000 compounds, 0.59% hits; AID 873;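 active = inhibition of 40% or more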;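 note: 0% = enzyme controls without compound and 100% = no-enzyme blanks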
# Target sequence (Q9Y337 67-293 limits assumed): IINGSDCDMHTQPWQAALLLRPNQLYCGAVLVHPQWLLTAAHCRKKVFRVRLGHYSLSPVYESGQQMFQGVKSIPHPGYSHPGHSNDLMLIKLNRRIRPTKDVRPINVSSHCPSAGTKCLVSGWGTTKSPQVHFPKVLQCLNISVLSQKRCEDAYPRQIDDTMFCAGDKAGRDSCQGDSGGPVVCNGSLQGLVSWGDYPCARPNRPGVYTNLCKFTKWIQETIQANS
# eIF4E 4G PPI = eIF4E/eIF4G interaction inhibition in translation initiation. TR-FRET eIF4E-eIF4GI(517-606) binding, 2 h. 220,000 compounds, 0.37% hits. AID 782. inhibition, % at 21.7 µM;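 active = inhibition above about 30%, limit read from the data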;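 note: 0% = full FRET control wells and 100% = background wells lacking eIF4GI fragment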
# Wee1 stabilizer = human Wee1 degradation inhibition, primary screen; HeLa Luc-Wee1K328M stability, luciferase luminescence; 100% = proteasome inhibitor MG132 effect; reporter increase, % at 5 µM; P30291; AID 1321; 220,000 compounds, 1.2% hits;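 active = activation above the mean of all tested compounds plus 3 SD, set per screening run, cut at about 8.8% in these data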;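 note: cells exposed to compound for 20 h before luminescence read; 0% = DMSO alone and 100% = MG132 at 30 µM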
# FXIIa inh 1536 = blocks human coagulation factor XIIa protease activity. P00748. purified FXIIa, Boc-QGR-AMC fluorogenic substrate, 2 h. inhibition, % at 5 µM. 220,000 compounds, 0.3% hits. AID 800; in the data active = inhibition above about 40%;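 note: 0% = enzyme with no compound and 100% = blank without enzyme; many of its hits are not listed in these tables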
# MDM2 E3 inh = Mdm2 E3 ligase (human) inhibition; Q00987; cell-based MDM2 ubiquitination luciferase reporter, 2 h; 0 = plate control, 100 = twice control, blank-subtracted; signal enhancement, % at 5 µM; 210,000 compounds, 0.11% hits; AID 1230;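 active = signal enhancement of 30% or more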;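 note: luminescence tracks abundance of the self-degrading MDM2-luciferase fusion protein; higher signal means inhibition of MDM2 E3 ligase activity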
#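 Test system: mammalian cells stably expressing self-ubiquitinating, self-degrading MDM2 E3–luciferase fusion; Amount: 2000 cells in each well; Medium: DMEM; Schedule: 4 h settle plus 2 h compound, 37 °C; Technique: SteadyLite luciferase luminescence after 15 min room-temperature reagent incubation; Benchmarks: plate control and blank wells.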
# 14-3-3 Bad inh = disrupts binding of bovine 14-3-3 zeta to phospho-Bad peptide | P63103 | TR-FRET 14-3-3zeta/Dy647-pBad peptide displacement, 1 h | inhibition, % at 21.7 µM | 220,000 compounds, 0.71% hits | AID 781;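 active = inhibition above about 70%, limit read from the data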;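 note: 0% = full 14-3-3 plus peptide FRET controls and 100% = background without 14-3-3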
# The depositor's hits bear a star; i = inactive; / = no result given; [ ] = remark or other dose. No enrichment for hits; about 3.5% have a hit in one of these screens.
SMILES,FXIa inh,p97 ATPase inh,Rad51 HR inh,KLK5 inh,eIF4E 4G PPI,Wee1 stabilizer,FXIIa inh 1536,MDM2 E3 inh,14-3-3 Bad inh
Cc1ccc(Cl)cc1N1CCN(C(=O)Cn2ccc3ccccc3c2=O)CC1,1,0,-2,2,0,-1,3,-14,-8
c1ccc(-c2cc(-c3ccncc3)nc3ccc4ccccc4c23)cc1,6,4,-1,-12,13,1,13,-1,-13
NC(=O)CCC1NC(=S)N(Cc2ccccc2)C1=O (configuration not stated),2,5,-5,12,2,-3,6,-7,-2
CC/C(=N\NC(=O)CSCc1ccc(Cl)cc1)c1ccc2c(c1)OCCO2,3,-3,3,-2,5,2,17,-10,-3
OC(C#CCCN1CCCCC1)(c1ccccc1)c1ccccc1,4,4,5,-11,3,-1,4,-20,0
CCOc1ncccc1C(=O)OCC(=O)Nc1cccc(S(N)(=O)=O)c1,1,4,-9,-3,0,-5,5,-11,-5
Cc1sc2ncnc(OCC(=O)c3ccc(S(=O)(=O)N4CCCC4)cc3)c2c1C,-5,-3,-2,0,3,3,-4,-5,0
CC(=O)c1ccc(N2CCN(C(=O)c3ccc4c(Cl)c5c(nc4c3)CCCC5)CC2)cc1,3,2,1,-1,-2,0,3,11,-1
O=C(COC(=O)CSc1ccc2ccccc2c1Br)NC1CC1,22,1,9,17,2,8,9,-26,8
O=C(CN1C(=O)C2C3C=CC(C3)C2C1=O)Nc1ccc(S(=O)(=O)Nc2nccs2)cc1 (configuration not stated),3,-2,-3,9,-5,-1,7,/,1
Cc1ccc(NC(=O)CN(C)Cc2ccc(Cl)cc2)cc1,-2,-1,/,20,-1,6,5,4,-6
CN1C2CCC1/C(=C/c1cccn1C)C(=O)/C2=C\c1cccn1C,9,-1,/,-3,-7,-2,7,2,-11
O=C(NCc1ccco1)[C@@H]1CSC2c3ccccc3C(=O)N21 (some centres not stated),-5,0,4,11,3,-3,-7,-13,6
CC(C)(C)c1cc(=O)n(-c2ccccc2)[nH]1,6,34*,1,-7,-2,4,18,-11,-7
CC(C)c1ccc(S(=O)(=O)N2CCN(C(=S)NCc3ccco3)CC2)cc1,-1,4,1,-6,2,1,3,-13,-22
CCc1c(C)c2c(C)[nH]nc2oc1=O,-3,9,-7,-7,10[fluorescence artefact?],-2,9,-5,-5[fluorescence artefact?]
C=C(C)C(=O)Nc1cccc(C2=NOC3(C2)C[C@H](C(N)=O)N(C(=O)c2ccccc2C(=O)c2ccccc2)C3)c1 (some centres not stated),-3,/,-17,-1,8,/,5,11,33
COC(=O)c1ccc(-n2c(C)nc(=O)c(-c3ccccc3)c2C)cc1,10,7,0,10,2,4,20,-30,-6[fluorescence artefact?]
CCn1c(-c2ccccc2SC)n[nH]c1=S,18,4,12,19,-3,-3,12,-5,-17
CCC(C)C(=O)Nc1nc(C)c(-c2csc(Nc3ccccc3OC)n2)s1 (configuration not stated),4,1,3,-4,0,0,8,-18,33
CCOc1ccc(NC(=O)c2ccc(NCC(=O)N3CCCCCC3)cc2)cc1,-2,2,-2,1,-3,-2,5,-5,-2
COCCCN(CCC#N)C(=O)c1c(-c2c(Cl)cccc2Cl)noc1C,-1,7,6,-4,-4,3,1,-2,-8
Cn1c(Cl)c(/C=N/OC(=O)C2CC2)c2ccccc21,-9,-1,31,-13,0,-2,2,4,-6
COc1ccc(NC(=O)C2CCC(CNc3c(N4CCCCC4)c(=O)c3=O)CC2)c(OC)c1 (configuration not stated),-2,3,-28,-5,-3,1,2,-7,6
Nc1c2c(nc3ccccc13)CCCC2=O,1,10,7,1,5,0,6,-1,8
COc1ccc(CCNC(=O)CCCCn2c(=O)[nH]c3ccccc3c2=O)cc1OC,-7,5,5,13,-2,-2,-6,1,-5
O=C(C[n+]1ccc(C(=O)N/N=C/c2ccc(O)cc2)cc1)c1ccccc1,4,1,1,-8,/,0,9,-15,/
CCN(CC)CCOC(=O)c1ccc(NC(=O)CNC(=O)c2ccccc2)cc1,2,4,7,-20,-2,-3,0,-5,3
Cc1cc(=O)oc(C)c1C(=O)N1CCN(C)CC1,-1,2,7,-1,18[fluorescence artefact?],1,7,-13,-13
CC(=O)c1cc2c(cc1NS(=O)(=O)c1ccc(C)cc1)OCCO2,-1,2,-3,-9,-4,3,15,1,-2
COc1ccccc1C1C(C(N)=O)=C(C)Nc2nc(-c3ccccc3Cl)nn21 (configuration not stated),2,1,3,-9,3,6,15,-16,5[fluorescence artefact?]
c1ccc(CCNc2nc(-c3cccnc3)cs2)cc1,1,2,10,-7,5,2,11,-14,10
O=C(NCC1OCCCN1S(=O)(=O)c1cc(F)ccc1F)C(=O)NC1CCCCC1 (configuration not stated),-3,1,8,-11,-2,0,4,-10,-6
O=C(CSc1nc2ccsc2c(=O)n1NC(=O)c1ccccc1)Nc1nccs1,0,-2,-2,-14,2,3,7,/,-10
COC(=O)c1ccc(N2NC(=O)/C(=C/c3ccc(-c4ccc(Cl)c(C(=O)O)c4)o3)C2=O)cc1,6,9,13,2,11,-3,15,-9,-12
c1coc(CNC2CCCCC2)c1,0,3,-4,-7,2,2,3,13,40[fluorescence artefact?]
Cc1onc(-c2ccccc2Cl)c1C(=O)Nc1nnc(Cc2ccc(Cl)cc2)s1,3,1,/,2,2,0,-1,-5,-7
CCSc1nc2cc(OC)c(OC)cc2c(=O)n1CC,17,-1,-2,66*,-5,-1,22,-13,-6
Cc1cccc(-n2c(=O)c(C#N)cc3c(=O)n4ccccc4nc32)c1,-43,0,4,i,0,1,-42,-4,3
COc1cc2c(cc1OC)C(=O)NCC(C)(C)O2,10,7,/,-12,-2,0,9,-5,5

# In another format: 2 of the compounds above
mol | FXIa inh | p97 ATPase inh | Rad51 HR inh | KLK5 inh | eIF4E 4G PPI | Wee1 stabilizer | FXIIa inh 1536 | MDM2 E3 inh | 14-3-3 Bad inh
COc1ccc(NC(=O)C2CCC(CNc3c(N4CCCCC4)c(=O)c3=O)CC2)c(OC)c1 (configuration not stated) | -2 | 3 | -28 | -5 | -3 | 1 | 2 | -7 | 6
O=C(NCC1OCCCN1S(=O)(=O)c1cc(F)ccc1F)C(=O)NC1CCCCC1 (configuration not stated) | -3 | 1 | 8 | -11 | -2 | 0 | 4 | -10 | -6

# Next records:
SMILES,FXIa inh,p97 ATPase inh,Rad51 HR inh,KLK5 inh,eIF4E 4G PPI,Wee1 stabilizer,FXIIa inh 1536,MDM2 E3 inh,14-3-3 Bad inh
C=CCN1C(=O)N/C(=C/c2ccc(N3CCOCC3)o2)C1=O,9,1,-15,-16,8,5,11,4,-8
Cc1ccccc1Nc1nnc(SCC(=O)NC(=O)NCc2ccco2)s1,9,1,/,-24,-4,-3,24,1,6
O=C(Cn1cc2c(n1)CCCCC2)NC1CCN(Cc2ccccc2)CC1,1,/,-3,-2,-3,/,13,4,6
Cc1nn(Cc2cccc(C(=O)Nc3ccn(Cc4c(F)c(F)cc(F)c4F)n3)c2)c(C)c1[N+](=O)[O-],-4,0,4,-13,-20,0,21,-6,25
COC(=O)c1c(NC(=S)Nc2ccccc2Cl)sc(C)c1C,-3,-1,-2,-20,-11,-2,9,18,-12
Cc1cccc(NC(=O)C2CC(=O)N/C(=N/N=C/c3ccco3)S2)c1 (configuration not stated),16,5,1,-5,-4,4,7,-8,6
COc1ccc(C(=O)NNC(=O)C(C)NC(=O)c2ccccc2NC(=O)c2ccco2)cc1 (configuration not stated),6,2,22,-6,-4[fluorescence artefact?],0,14,7,4[fluorescence artefact?]
CCOc1ccccc1C(=O)NC1CCN(Cc2nnnn2C2CCCC2)CC1,4,-3,-2,-7,3,1,23,-9,-4
Cc1nc2sc(C(=O)c3ccccc3)c(N)c2c2c1CCCC2,16,-2,-2,44*,-2,-1,38,-20,0[fluorescence artefact?]
CCCCNC(=O)CCc1c(C)nc2nc(-c3cc(OC)cc(OC)c3)nn2c1C,-1,1,/,1,/,-1,5,-12,/
CC(C)(C)NC(=O)Cn1c(-c2nonc2N)nc2ccccc21,19,-6,-9,-12,-1,-1,26,-24,1
Cc1cccn2c(CN(C)C3CCOC3)c(C(=O)N3CCCCC3)nc12 (configuration not stated),-3,2,/,0,4,-1,4,-10,-9
CN1CCN(C(=S)NC(=O)/C=C/c2ccccc2)CC1,17,3,/,-2,17,1,26,-26,-3
CC1=C(C(=O)OCC(C)C)C23C(=O)c4ccccc4C2(O1)OC(N)=C3C#N (configuration not stated),-11,1,4,-2,7[fluorescence artefact?],0,-3,-9,0[fluorescence artefact?]
CCC(C)N(C(=O)COC(=O)C1C(C(=O)OC)=C(C)NC(C)=C1C(=O)OC)C1CCS(=O)(=O)C1 (configuration not stated),-4,5,2,0,2,0,2,-16,-21
NC(=O)CSc1nc2ccccc2c(=O)n1Cc1ccco1,-2,1,15,-13,-1,3,10,0,-6
CCOC(=O)C1CCCN(C(=O)/C=C/c2ccc(OC)cc2)C1 (configuration not stated),-3,2,11,-6,1,1,2,0,-8

# 6 compounds picked at random from those above:
SMILES,FXIa inh,p97 ATPase inh,Rad51 HR inh,KLK5 inh,eIF4E 4G PPI,Wee1 stabilizer,FXIIa inh 1536,MDM2 E3 inh,14-3-3 Bad inh
CC1=C(C(=O)OCC(C)C)C23C(=O)c4ccccc4C2(O1)OC(N)=C3C#N (configuration not stated),-11,1,4,-2,7[fluorescence artefact?],0,-3,-9,0[fluorescence artefact?]
Cc1cccc(NC(=O)C2CC(=O)N/C(=N/N=C/c3ccco3)S2)c1 (configuration not stated),16,5,1,-5,-4,4,7,-8,6
COC(=O)c1c(NC(=S)Nc2ccccc2Cl)sc(C)c1C,-3,-1,-2,-20,-11,-2,9,18,-12
O=C(Cn1cc2c(n1)CCCCC2)NC1CCN(Cc2ccccc2)CC1,1,/,-3,-2,-3,/,13,4,6
CC(C)(C)NC(=O)Cn1c(-c2nonc2N)nc2ccccc21,19,-6,-9,-12,-1,-1,26,-24,1
CCOc1ccccc1C(=O)NC1CCN(Cc2nnnn2C2CCCC2)CC1,4,-3,-2,-7,3,1,23,-9,-4
